MrgX1 PAM: human MrgX1 positive allosteric modulation, primary screen. Q96LB2. MrgX1-HEK293, Fluo-4 calcium flux, FDSS; hits give high values. B-score at 10 µM. actives 0.63% (n = 310,000). AID 588675;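 active means plate-corrected calcium response at least 3 library SD above typical, normal starting fluorescence, not activating the receptor alone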;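 further: compound read alongside a low EC10 to EC30 dose of BAM8-22 agonist; peak minus trough fluorescence over baseline measured at the second addition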
Target sequence (Q96LB2 whole entry, looked up): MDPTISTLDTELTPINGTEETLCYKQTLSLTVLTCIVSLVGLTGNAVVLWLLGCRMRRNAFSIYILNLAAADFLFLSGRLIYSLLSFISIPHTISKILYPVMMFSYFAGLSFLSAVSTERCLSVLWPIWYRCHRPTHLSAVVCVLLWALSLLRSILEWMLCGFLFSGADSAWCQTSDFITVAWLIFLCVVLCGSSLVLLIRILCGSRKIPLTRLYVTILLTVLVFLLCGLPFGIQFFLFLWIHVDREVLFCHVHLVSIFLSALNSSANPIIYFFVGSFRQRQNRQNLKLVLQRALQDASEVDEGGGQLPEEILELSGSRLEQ
TRPC6 inhibitor: blocks the mouse TRPC6 cation channel. Q61143. HEK293-TRPC6, membrane potential dye, ACh-evoked depolarization; hits give low values. B-score at 10 µM. actives 1.1% (n = 310,000). AID 2553;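 active means B-score under library mean minus 3 SD, initial fluorescence not abnormally high, positive integrated signal ratio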;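 further: B-score derived from integrated fluorescence ratio over the kinetic read; more negative B-score means stronger inhibition of depolarization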
MrgX1 agonist: human MrgX1 receptor agonism, primary screen. MrgX1-HEK293 cells, Fluo-4 calcium fluorescence, agonist mode; hits give high values. B-score at 10 µM. actives 0.44% (n = 310,000);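 active means calcium response B-score plate-corrected fluorescence ratio at least 3 library SD, with starting fluorescence B-score inside 5 SD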
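Material: HEK293 cells stably expressing human MrgX1 receptor | Quantity: 15,000 cells per well | Times: Cells plated overnight, dye loaded 0.5 h 37 °C, 0.5 h room temperature | Measured by: Kinetic Fluo-4 NW fluorescence of intracellular calcium | Control set: Positive and negative controls per plate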
RGS4 inh: human RGS4 inhibition. HEK293 M3R/RGS4 inducible, Fluo-4 calcium flux; hits give high values; triggered by carbachol at its EC20. B-score at 10 µM. actives 0.45% (n = 310,000). AID 463165;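 active means B-score, a plate-corrected calcium signal, over three deviations above library mean, with baseline fluorescence within five deviations of library mean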;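 further: RGS4 expression induced by doxycycline in cells with stable M3 receptor; B-score is computed from the integrated fluorescence ratio over baseline after carbachol; higher B-score means a larger calcium signal and so more RGS4 inhibition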
Target sequence (P49798 whole entry, looked up): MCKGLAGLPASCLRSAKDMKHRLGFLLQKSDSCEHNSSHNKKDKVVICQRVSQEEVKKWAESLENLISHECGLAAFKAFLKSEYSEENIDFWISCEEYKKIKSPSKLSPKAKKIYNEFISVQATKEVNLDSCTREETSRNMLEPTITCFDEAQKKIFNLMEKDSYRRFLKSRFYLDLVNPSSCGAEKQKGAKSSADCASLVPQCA
MrgX1 antag: human MrgX1 receptor antagonism, primary screen; actives 1.3% (n = 310,000); B-score at 10 µM; AID 588676; MRGX1-HEK293 calcium flux, Fluo-4, BAM8-22 antagonism; hits give low values;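 active means calcium-response B-score plate-corrected more than 3 library SD below zero, starting fluorescence within 5 deviations, no agonist response on first addition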;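 further: peak minus trough fluorescence over baseline after final BAM8-22 challenge near maximal dose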
TRPC6 activator: mouse TRPC6 channel activation | HEK293-TRPC6 membrane potential dye fluorescence; hits give high values | B-score at 10 µM | actives 0.13% (n = 310,000) | AID 2550;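 active means B-score of the integrated fluorescence ratio above library mean plus 3 SD, and starting fluorescence ratio within library mean plus 5 SD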;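 further: higher score means more depolarization so channel activation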
TRPC4 potent: TRPC4 (mouse) allosteric potentiation. B-score at 10 µM. HEK293 TRPC4beta/mu-opioid, DAMGO EC20, Fluo-4 Ca2+ flux; hits give high values. Q9QUQ5. actives 0.42% (n = 310,000);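 active means B-score of calcium response area above 5 SD of library B-scores, with initial fluorescence ratio within 5 SD of library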;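 further: B-score of integrated fluorescence ratio over time as area under calcium response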
TRPC4 inh: blocks the mouse TRPC4 cation channel; AID 2247; B-score at 10 µM; HEK293 TRPC4beta/mu-opioid, DAMGO-evoked Fluo4 calcium flux; hits give low values; actives 0.39% (n = 300,000); Q9QUQ5;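 active means B-score over 3 SD under the library average, no early fluorescence shift, positive overall ratio signal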
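material = TRPC4beta/mu-opioid receptor HEK293 cell line | probe or stimulus = sequential submaximal and maximal DAMGO stimulation | compound dosing = one concentration per compound | measured by = Fluo4 Ca2+ flux fluorescence | evaluation = integrated fluorescence ratio relative to baseline, converted to per-well B score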
ANO1 activ: mouse TMEM16A channel activation, primary screen. HEK293 TMEM16A/YFP-H148Q/I152L, iodide quench fluorescence; hits give low values. actives 0.3% (n = 340,000). B-score at 10 µM. Q8BHY3;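 active means fluorescence-ratio B-score plate-corrected deviation score at least 3 library SD below zero, with starting fluorescence score within 5 deviations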;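 further: channel opened by trigger with iodide after compound preincubation; score built on the fluorescence ratio of max minus min over baseline; more negative score means more quench and so TMEM16A activation or potentiation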
TRPC4 agonist: TRPC4 (mouse) channel activation | Q9QUQ5 | HEK293 TRPC4beta/mu-opioid, Fluo4 calcium fluorescence; hits give high values | B-score at 10 µM | actives 0.49% (n = 310,000) | AID 2237;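 active means B-score above 5 SD of library B-scores, and initial fluorescence ratio not above library mean plus 5 SD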;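 further: positive B-score marks a calcium rise read as TRPC4 activation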
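System – HEK293 cells stably co-expressing mouse TRPC4beta and mu-opioid receptor · Signal – Fluo4 calcium-sensitive dye fluorescence, kinetic, 1 Hz baseline · Benchmarks – buffer (low) and maximal DAMGO (high) · Read-out – B score of integrated fluorescence ratio per well · Incubation – dye loading 45 min room temperature, 110 s kinetic read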
TMEM16A inh: mouse TMEM16A channel inhibition, primary screen; Q8BHY3; HEK293 TMEM16A/YFP iodide influx fluorescence, ionomycin; normalized B-score (activity score, 25-100; higher = stronger inhibition) at 10 µM; actives 1.2% (n = 310,000);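 active means ratio plate-corrected score three or more library SD toward inhibition, starting fluorescence score within five deviations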;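 further: score derived from kinetic fluorescence span divided by baseline fluorescence per well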
* hit, by the source's call; i = inactive; · = not tested or not shown.

SMILES,MrgX1 PAM,TRPC6 inhibitor,MrgX1 agonist,RGS4 inh,MrgX1 antag,TRPC6 activator,TRPC4 potent,TRPC4 inh,ANO1 activ,TRPC4 agonist,TMEM16A inh
C(=N\Nc1nc2ccccc2[nH]1)/C1CCCCC1,i,i,i,i,i,i,i,i,i,i,i
O=C(COC(=O)c1ccc(F)cc1F)NC1CC1,i,i,i,i,i,i,i,i,i,i,i
CCN(CC)c1ccc(/C=C2\SC(=O)N(C(C)C)C2=O)o1,i,i,i,i,i,i,i,i,i,i,i
COc1ccc(-c2nn(-c3ccccc3)cc2/C=C2/SC(=S)N(CCCC(=O)O)C2=O)c(C)c1,i,i,i,i,i,i,i,i,i,i,i
CCCCN(C(=N)N1CCCCC1)c1nc(C)c([N+](=O)[O-])c(=O)[nH]1,i,i,i,i,i,i,i,i,i,i,i
COc1ccc(-c2cc3nc[nH]c(=O)c3s2)cc1,i,i,i,i,i,i,i,i,i,i,i
O=S(=O)(c1ccccc1)N1N=C(c2ccccc2)CC1c1ccccc1F (stereo not given),i,i,i,i,i,i,i,i,i,i,i
O=C(NCc1ccccc1)c1cccnc1N1CCOCC1,i,i,i,i,i,i,i,i,i,i,i
COc1cccc(C(C(=O)NC2CCCC2)N(C(=O)c2ccco2)C2CC2)c1OC (stereo not given),i,i,i,i,i,i,i,i,i,i,i
COCCNC(=S)N1CCC(C(=O)c2ccc3c(c2)OCCO3)CC1,i,i,i,i,i,i,i,i,i,i,i
CC(C)c1ccc(OCC(=O)NCCO)cc1,i,i,i,i,i,i,i,i,i,i,i
CCN(CC(=O)O)S(=O)(=O)c1cc(Cl)ccc1Cl,i,i,i,i,i,i,i,i,i,i,i
O=C(Nc1cccc(S(=O)(=O)C(F)F)c1)c1ccc(S(=O)(=O)N2CCCC2)cc1,i,i,i,i,i,i,i,i,i,i,i
CC(=O)Nc1ccc(N2CCOCC2)c(C(=O)Nc2cccc(C)c2)c1,i,i,i,i,i,i,i,·,i,i,i
COC(=O)COc1ccc(=O)n(-c2ccccc2)n1,i,i,i,i,i,i,i,i,i,i,i
CCOC(=O)c1cnc2nc(Cc3ccccc3)[nH]n2c1=O,i,i,i,i,i,i,i,i,i,i,i
CSCCC(NC(=O)C1CC1)c1nc2ccccc2[nH]1 (stereo not given),i,i,i,i,i,i,i,i,i,i,i
COc1ccc(-c2nnc(NC(=O)c3c(OC)cccc3OC)s2)cc1,i,i,i,i,i,i,i,i,i,i,i
Cc1[nH]c2ccccc2c1C(=O)CSc1ccc(Cl)cc1,i,i,i,i,i,i,i,i,i,i,i
COC(=O)C1CCN(C(=O)COC(=O)Cc2c[nH]c3ccccc23)CC1,i,i,i,i,i,i,i,i,i,i,i
O=C(NCCc1ccc(Cl)cc1)c1ccc2ccccc2n1,i,i,i,i,i,i,i,i,i,i,i
CN(Cc1ccccc1)C(=O)c1ccccc1NC(=O)C1=CSCCO1,i,i,i,i,i,i,i,i,i,i,i
CSc1nc(N2CCOCC2)cc(N2CCOCC2)n1,i,i,i,i,i,i,i,i,i,i,i
Cc1ccc(-c2noc(CN3CCN(Cc4ccccc4)CC3)n2)cc1,i,i,i,i,i,i,i,i,i,i,i
CN(C)c1ccc(P(=O)(Nc2cccc(C(F)(F)F)c2)N2CCOCC2)c(NC(=O)c2cccs2)c1 (stereo not given),i,i,i,i,i,i,i,i,i,i,i
CCOC(=O)C(=O)Nc1cc(C)on1,i,i,i,i,i,i,i,i,i,i,i
CCOCCCNC(=O)CCN1C(=O)c2ccccc2Sc2ncccc21,i,i,i,i,i,i,i,i,·,i,i
O=C(CSc1nnc(CNC(=O)c2ccc(F)cc2)o1)NCc1ccc(F)cc1,i,i,i,i,i,i,i,i,i,i,i
COC(=O)CNC(=O)c1cc(-c2ccncc2)nc2ccccc12,i,i,i,i,i,i,i,i,i,i,i
COc1cccc(N2CCN(CC(=O)Nc3ccc(-n4cnnn4)cc3)CC2)c1,i,i,i,i,i,i,i,i,i,i,i
COc1cc2c(cc1OC)C(c1ccncc1)CC(=O)N2 (stereo not given),i,i,i,i,i,i,i,i,i,i,i
COc1cc(/C=N/NC(=S)NCCc2ccccc2)cc(OC)c1OC,i,i,i,i,i,i,i,i,i,i,i
Cc1nn(-c2ccccc2)c(Cl)c1/C=N/NC(=O)c1ccc(NS(=O)(=O)c2cccs2)cc1,11*,i,i,i,i,i,i,i,·,i,i
O=C(Nc1ccc2c(c1)OCO2)C(c1ccccc1)N1CCCCC1 (stereo not given),i,i,i,i,i,i,i,i,i,i,i
O=S(=O)(c1ccc(S(=O)(=O)N2CCN3CCCC3C2)cc1)N1CCCC1 (stereo not given),i,i,i,i,i,i,i,i,i,i,i
CCOc1ccc(-c2nc(-c3ccncc3)no2)cc1OCC,i,i,i,i,i,i,i,i,i,i,i
COC(=O)c1c(C)nn(-c2ccccc2)c1-n1cccc1,i,i,i,i,i,i,i,i,i,i,i
CCCCN(C)CCCNC(=O)C1(O)c2ccccc2NC(=O)N1c1ccc(Cl)cc1 (stereo not given),i,i,i,i,i,i,i,i,i,i,i
O=C(NCc1ccco1)C1CCC(CNS(=O)(=O)c2cccc3cccnc23)CC1 (stereo not given),i,i,i,i,i,i,i,i,i,i,i
CCC(=O)Nc1cc(C)c(NC(=O)c2ccccc2OC)cn1,i,i,i,i,i,i,i,i,·,i,i
CCCN1C(=O)C(O)(C/C(C)=N/O)c2ccccc21 (stereo not given),i,i,i,i,i,i,i,i,i,i,i
FC(F)(F)c1cc(C(F)(F)F)c2ccc(N3CCN(c4ncccn4)CC3)nc2n1,i,i,i,i,i,i,i,i,i,i,i
CCC(=O)N1CCN(c2ccc(NC(=O)c3ccc(-c4ccccc4)cc3)cc2)CC1,·,i,·,i,·,i,i,i,·,i,·
Cc1c(F)cccc1NC(=O)c1ccc2c(c1)CCN2S(C)(=O)=O,i,i,i,i,i,i,i,i,i,i,i
Cc1nnc(SCC(=O)Nc2cccc(S(N)(=O)=O)c2)n1-c1ccccc1,i,i,i,i,i,i,i,i,i,i,i
Cc1nc2ccc(S(=O)(=O)c3ccc4nc(C)[nH]c4c3)cc2[nH]1,i,i,i,i,i,i,i,i,i,i,i
CC(C)C(CCN1C(=O)CCC1=O)C1CCOC(C)(C)C1 (stereo not given),i,i,i,i,i,i,i,i,i,i,i
COc1ccc(NC(=O)c2ccc3ccccc3n2)cc1S(=O)(=O)Nc1ccccc1Cl,i,i,i,i,i,i,i,i,i,i,i
O=C(N/N=C/c1ccc(O)cc1)c1cc(C2CC2)[nH]n1,i,i,i,i,i,i,i,i,i,i,i
CC/C(=N\NC(=O)c1c(C)nc2ccccn12)c1ccc(Cl)cc1,i,i,i,i,i,i,i,i,i,i,i
CCOc1ccccc1C(=O)Oc1cc(C)[nH]c(=O)c1[N+](=O)[O-],i,i,i,i,i,i,i,i,i,i,i
CCCCOc1ccc(C(=O)NCC(=O)N2CCN(C(=O)c3ccco3)CC2)cc1,i,i,i,i,i,i,i,i,i,i,i
CN1CCN(C(=O)/C(=C/c2cccs2)NC(=O)c2cccs2)CC1,i,i,i,i,i,i,i,i,i,i,i
CCCn1cc(CN2CCC(n3nccc3NC(=O)CCOc3ccccc3)CC2)c(C)n1,i,i,i,i,i,i,i,i,i,i,i
CCN(C(=O)COC(=O)c1cc([N+](=O)[O-])ccc1N1CCCCC1)C1CCS(=O)(=O)C1 (stereo not given),i,i,i,i,i,i,i,i,i,i,i
O=C(O)c1cc(Cl)c(Cl)cc1C(=O)N(Cc1ccccc1)Cc1ccccc1,i,i,i,i,i,i,i,i,i,i,i
c1ccc2c(c1)CSc1ccccc1N2,i,i,i,i,i,i,i,i,i,i,i
COc1ccc(S(=O)(=O)N2CCN(C(=O)c3ccc([N+](=O)[O-])o3)CC2)cc1,i,i,i,i,i,i,i,i,i,i,i
Cc1ccc(Cn2c(CCNc3nc(-c4ccc(Cl)c([N+](=O)[O-])c4)cs3)nc3cc(Cl)c(Cl)cc32)cc1,i,i,i,i,i,i,i,i,i,i,i
CC(=O)c1cccc(NC(=O)C2CCCN(S(=O)(=O)c3cccc4cccnc34)C2)c1 (stereo not given),i,i,i,i,i,i,i,i,i,i,i

(listing goes on)
SMILES,MrgX1 PAM,TRPC6 inhibitor,MrgX1 agonist,RGS4 inh,MrgX1 antag,TRPC6 activator,TRPC4 potent,TRPC4 inh,ANO1 activ,TRPC4 agonist,TMEM16A inh
C=CCn1nnnc1SCC(=O)Nc1cccc(OC)c1,i,i,i,i,i,i,i,i,i,i,i
O=S(=O)(c1cccc2cccnc12)N(CCO)CCO,i,i,i,i,i,i,i,i,i,i,i
CCOc1ccc(CCNC(=O)COC(=O)c2cc(OC)c(OC)cc2[N+](=O)[O-])cc1OCC,i,i,i,i,i,i,i,i,i,i,i
CC(C)OC(=O)Cn1nc(C(F)(F)F)c2c1CCCC2,i,i,i,i,i,i,i,i,i,i,i
O=[N+]([O-])c1cc(S(=O)(=O)C(F)(F)F)ccc1N1CCN(c2ccccc2)CC1,i,i,i,i,i,i,i,i,i,i,i
CCOc1ccc(NC(=O)[C@@H](NC(=O)c2ccccc2Br)C(C)C)cc1,i,i,i,i,i,i,i,i,i,i,i
Cc1cccn2c(=O)c3cc(C(=O)NCC4CCCO4)c(=N)n(CC4CCCO4)c3nc12 (stereo not given),i,i,i,i,i,i,i,i,i,i,i
Cc1ccc2c(c1)cc(CN(Cc1cccnc1)C(=O)NCc1ccccc1)c1nnnn12,i,i,i,i,i,i,i,i,i,i,i
